MT stabilizer = microtubule stabilizers in HeLa cells, primary screen, imaging, high-content imaging | % tubulin-high responders, % at 10 µM | hit rate 0.83% among 200,000 | HeLa tubulin immunostaining HCS, 24 h; share of cells brighter than vehicle mean+2SD;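 active means plate Z-score above 3 for both tubulin-high and condensed-nucleus cell shares, with cell loss under 80%, at 10 µM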;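 further: anti alpha tubulin signal scored within the nucleus-defined area of each cell; some results filed as inactive read as strong as hits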
XIAP antagonists = XIAP antagonists, biochemical, IAP family, fluorescence polarization (AID 1018); XIAP BIR domain, fluorescence polarization peptide displacement; higher % means a stronger effect; displacement, % at 20 µM; hits with a dose series show IC50 in µM; hit rate 0.007% among 200,000; in the data active means displacement above about 50%; further: a part of the inactive calls stands beside numbers as strong as those of hits
Autophagy HCS = autophagy modulators in MEF cells, primary screen, imaging, high-content, MEF GFP-LC3 | MEF GFP-LC3 puncta imaging; test concentration mostly 10 µM | calls only at 10 µM (by protocol) | hit rate 0.98% among 190,000;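 active means percentage of spot-positive cells more than 3 SD above its plate mean, without a fluorescence outlier flag or 80% toxicity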;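 further: spot-positive cell cutoff set from DMSO-treated cells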
CSM14.1 death rescue = rescue of cells from ER stress-induced death, primary screen, 384-well, CSM14.1, thapsigargin, ATP luminescence (AID 1222) | CSM14.1 thapsigargin-induced death rescue, ATP luminescence; higher % means a stronger effect | cellular ATP content (survival), % at 20 µM, or EC50 in µM where a hit was titrated | 190,000 tested, under 10 active;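 active means EC50 below 50 µM in the dose-response confirmation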;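 further: death triggered by thapsigargin at about 15 µM added after 2 h compound pretreatment; cell ATP read after overnight thapsigargin exposure of roughly 18 to 22 hours; normalized against plate controls of thapsigargin alone and 5% DMSO vehicle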
WT yeast gro inh = growth inhibition of WT strain, primary screen, mitochondrial fusion inhibitor project, WT and mutant strains, chemical genetic; hit rate 2.1% among 190,000; mitochondrial fusion phenotypic screen; inhibition, % at 10 µM; AID 1362, 2008; in the data active means inhibition above about 58%; tested in S. cerevisiae
Lipid droplet = inhibitors of hepatocyte lipid droplet formation, primary screen, imaging, high-throughput imaging, BODIPY stain | AML12 mouse hepatocytes, oleate lipid droplets | hit rate 0.4% among 240,000 | inhibition, % at 6.5 µM;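 active means lipid droplet intensity inhibited by at least 50%, with more than 500 cells counted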
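Technique: fluorescence imaging, 20x objective, two fields per well / Assay system: AML12 hepatocytes (mouse) / Measure: % inhibition of lipid droplet signal / Doses: 6.5 µM single-point dosing / Incubation: overnight exposure / Reagent: 100 µM oleic acid challenge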
Dynein transport = inhibitors of GR-EGFP nuclear translocation, primary screen, dynein cargo transport inhibitor project, imaging, high-content, 3617.4 mouse cells | hit rate 0.47% among 220,000 | test concentration mostly 20 µM; stimulated with dexamethasone, 1 µM; hits give low values | AID 1381, 2008 | z-score, hits read low;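 active means plate z-score of nuclear minus cytoplasmic receptor signal below a set negative limit, without overly bright fluorescence or cell loss, cut at about -3.5 in these data, passing the limit was not always enough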;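 further: z-score of nuclear minus cytoplasmic ring GR-EGFP intensity difference per well; some compounds called inactive have numbers as strong as hits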
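medium = tetracycline-free induction medium containing charcoal-stripped FBS | probe or stimulus = dexamethasone, 1.0 µM final | timing = 48 h induction, then 1 h compound, then 30 min agonist, 37 °C | detection = automated 10x imaging of fixed Hoechst-stained cells | read-out basis = nuclear versus cytoplasmic GR-EGFP signal, averaged per well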
b-catenin transl = modulators of beta-catenin nuclear translocation, primary screen, imaging, HeLa cells, immunofluorescence, high-content. nuclear translocation activity, % at 5 µM. hit rate 0.3% among 190,000;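 active means nuclear translocation activity above 50% at 5 µM, with a well cell count of 50 or more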;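 further: per-cell ratio of nuclear to cytoplasmic median beta-catenin stain intensity; plate controls were DMSO negative control for no effect and GSK-3 inhibitor IX positive control for full effect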
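Read-out: Nuclear/cytoplasmic beta-catenin signal ratio, % activation | Assay system: Human HeLa cell line | Times: 24 h compound exposure at 37°C, 5% CO2 | Signal: Fluorescence imaging of beta-catenin antibody stain plus DAPI | Dosing: 5 µM primary, 0.02–20 µM confirmation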
Ins promoter up = insulin promoter activators in MIN6 cells, imaging, high-content screening, mouse beta cells; MIN6 insulin promoter-GFP reporter; hits give high values; z-score at 5 µM; hit rate 0.3% among 190,000; AID 1625, 2009;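 active means z-score above 3 at 5 µM with at least 500 cells counted in the well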
WT yeast gro inh mutant strain = second read-out of WT yeast gro inh, no call of its own (marks repeat the call); inhibition, %; mitochondrial fusion phenotypic screen, mutant strain inhibition
Dynein transport cytoplasmic EGFP = further read-out of Dynein transport, marked with its call; z-score; measured here: cytoplasmic GR-EGFP intensity; hits give high values
Dynein transport nuclear GR-EGFP = recorded beside Dynein transport, whose call it bears; z-score; measured here: nuclear GR-EGFP intensity;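 lower value marks the stronger effect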
Dynein transport cell count = recorded beside Dynein transport, whose call it bears; z-score; measured here: cell count per field
Ins promoter up cell count = also measured in Ins promoter up; calls as there; cell count; measured here: cytotoxicity, nuclei count;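 total cells summed across four imaged fields per well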
Lipid droplet cells 6.5 µM = further read-out of Lipid droplet, marked with its call; cell count; measured here: cell count, cytotoxicity flag;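 cells counted across two imaged fields per well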
b-catenin transl cell count 5 µM = further read-out of b-catenin transl, marked with its call; cell count; measured here: cell count, cytotoxicity flag
MT stabilizer Hoechst-high % = also measured in MT stabilizer; calls as there; % Hoechst-high responders; measured here: nuclear condensation Hoechst responders;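 share of cells brighter than vehicle mean plus two SD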
MT stabilizer cytotoxicity % = further read-out of MT stabilizer, marked with its call; toxicity, %; measured here: cytotoxicity by cell density;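 0% = mean cell density of plate MIN control wells and 100% = no cells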
Autophagy HCS cell loss 18 h = further read-out of Autophagy HCS, marked with its call; toxicity, %; measured here: cell loss, nuclei count;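 cell loss after 18 h compound exposure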
* marks the source's active call; other numbers are inactive results; i = inactive; · = no result given; + = active, no number.

Every second line gives: MT stabilizer	MT stabilizer Hoechst-high %	MT stabilizer cytotoxicity %	XIAP antagonists	Autophagy HCS	Autophagy HCS cell loss 18 h	CSM14.1 death rescue	WT yeast gro inh	WT yeast gro inh mutant strain	Lipid droplet	Lipid droplet cells 6.5 µM	Dynein transport	Dynein transport cytoplasmic EGFP	Dynein transport nuclear GR-EGFP	Dynein transport cell count	b-catenin transl	b-catenin transl cell count 5 µM	Ins promoter up	Ins promoter up cell count
C=CCNC(=O)c1onc(CSc2ccc(C(C)C)cc2)c1C(=O)O
  3.0	1.8	6.4	-1.0%	i	4	4.7%	9	1	·	·	0.5	-0.2	-0.55	-0.86	-1.3	1332	-0.84	1729
COc1ccc(C2N(c3ccccc3)CCN2c2ccccc2)cc1O
  3.1	1.8	0.7	-1.7%	i	0	-0.3%	10	-9	4	691	1.1	-0.22	0.49	-0.59	-0.3	1024	0.03	1372
O=C(COC(=O)c1cccnc1Cl)Nc1cccc(S(=O)(=O)N2CCCCC2)c1
  3.1	2.7	7.6	-2.6%	i	35	0.0%	-7	0	-4	660	-0.13	-0.33	-0.35	0.96	0.1	1141	-0.19	1124
CCN1C(=O)/C(=C2/C=Cc3cc(C)ccc3N2CC)N(C)C1=S
  4.0	1.8	11	-2.7%	i	5	2.7%	50	49	-9	619	-0.66	-0.22	-0.36	0.16	0.2	1138	-0.24	1309
CCOc1ccc(NC(=O)CCC(=O)OC)cc1
  3.2	1.8	7.4	-4.6%	i	-7	-0.2%	16	12	·	·	-0.2	-0.24	0.011	-0.41	·	·	0.43	1207
CCSc1ncnc2c1sc1nc(-c3ccco3)c3c(c12)CC(C)(C)OC3
  2.2	1.7	2.5	-4.7%	i	-7	2.1%	8	-11	·	·	0.28	-0.18	-0.8	-0.19	-1.1	1419	0.24	1604
COc1cc(CN2CCN(C(C)C)C(CCO)C2)ccc1OCc1ccccc1 (stereo not drawn)
  2.2	3.1	8.8	-8.1%	i	-2	-0.1%	5	1	-25	735	-0.51	-0.16	-0.35	1.2	0.4	1135	0.13	1499
CC(=O)Nc1ccc(S(=O)(=O)N2CCC(N(C)CCC(C)C)CC2)cc1
  1.6	2.0	14	-6.6%	i	-10	0.5%	2	-35	·	·	-0.016	-0.2	0.013	0.28	1.0	1346	-0.2	1647
Cc1ccc(NC(=S)/N=C(\N)Nc2nc(C)c3ccccc3n2)cc1C
  4.3	3.9	4.2	-21%	i	-1	-0.8%	53	15	0	614	-0.2	-0.26	-0.45	0.26	2.4	1050	-0.06	1393
Cc1ccc(C#CC[N+](C)(C)CC#Cc2ccccc2)cc1
  3.2	2.0	8.0	-12%	i	8	-2.3%	7	-6	-13	599	0.23	-0.18	0.087	0.38	-0.4	1438	-1.1	877
COc1ccc(Nc2ccc(S(=O)(=O)N3CCCCC3)cc2[N+](=O)[O-])cc1OC
  4.6	2.0	3.9	-28%	i	12	-2.0%	-77	-5	-31	624	1.5	-0.27	0.79	-0.57	0.5	1003	-0.29	1133
Cc1oc(-c2ccccc2Cl)cc1-c1nn2c(-c3ccco3)nnc2s1
  ·	·	·	-5.6%	·	·	-1.7%	·	·	·	·	·	·	·	·	-5.4	866	-0.6	753
Cc1occc1-c1nnc(SCC(=O)Nc2nc3ccccc3s2)o1
  2.4	2.9	7.5	-6.6%	i	-5	-1.0%	-18	-40	3	768	-0.67	-0.22	-0.35	0.24	-1.4	1175	·	·
CCCN(Cc1ccccc1)C(=O)Nc1ccc2c(c1)nnn2C
  2.7	1.3	4.3	-4.0%	i	-7	-1.7%	-10	-16	5	740	-0.41	-0.07	-0.13	0.29	·	·	0.22	1293
Cc1ccc(C)n1-c1sccc1C(=O)O
  1.9	2.0	8.7	-2.2%	i	-4	-5.6%	5	-5	1	787	-0.27	-0.29	-0.012	0.29	-5.9	1236	·	·
O=C(Nc1ccnc(-c2cccnc2)n1)c1cccs1
  9.5	0.8	6.4	-1.8%	i	0	0.3%	-4	-15	-4	684	-0.3	-0.31	-0.27	0.01	0.0	760	0.25	1631
COc1ccc(C(=O)c2sc3nc(C)cc(-c4cccs4)c3c2N)cc1
  1.8	3.2	9.9	-5.3%	+	-19*	-2.3%	30	16	-10	532	-7.8	20	0.36	0.66	-1.6	1106	2.7	1355
O=C(CN1CCOCC1)N/N=C/c1ccc(-c2ccc(Br)cc2)o1
  ·	·	·	·	·	·	·	·	·	1	706	-0.32	-0.25	-0.25	0.49	0.0	1200	-0.04	1366
Cc1cc(C(=O)CSc2nc3ccccc3c(=O)[nH]2)c(C)n1C
  4.1	1.6	2.2	-3.9%	i	10	4.0%	-7	3	11	759	1.9	-0.34	1.4	-1	-0.8	1151	-0.67	1272
Cc1ccc(NC(=O)c2cccs2)cc1[N+](=O)[O-]
  1.5	2.2	7.0	-5.9%	i	-3	-0.6%	9	12	22	736	0.085	-0.31	0.16	-0.13	-0.9	1094	-0.52	1386
O=C(C(Cc1ccccc1)N1C(=O)c2ccccc2C1=O)N1c2ccccc2CCc2ccccc21 (stereo not drawn)
  4.4	2.0	10	-2.6%	i	6	-2.1%	23	4	-27	662	-0.1	-0.025	0.17	-0.62	1.5	1073	-0.19	1333
CN1CCN(NC(=O)C23CC4CC(CC(C4)C2)C3)CC1
  3.6	2.7	4.5	-2.9%	i	5	2.0%	-4	1	7	519	-0.21	-0.071	0.19	-0.046	0.2	1152	-0.22	1533
COc1ccc(NC(=O)c2cccs2)cc1NC(=O)c1ccco1
  2.3	1.9	4.1	0.0%	i	0	-3.0%	0	-8	·	·	1.1	-0.25	-0.57	0.14	0.4	1383	-0.29	1350
CCN(CC(=O)Nc1ccc2c(c1)OCCO2)C(=O)CC1CCCC1
  1.5	1.2	4.9	-1.2%	i	-11	1.7%	-42	-35	7	808	0.083	0.92	0.5	-0.39	-0.7	1146	-0.5	891
Cn1c(NCc2c[nH]c3ccccc23)nc2ccccc21
  4.0	2.8	5.3	-4.4%	i	-7	-6.6%	12	22	·	·	-0.57	-0.26	-0.087	0.27	-2.7	925	-0.37	1510
O=C(COC(=O)c1cc(S(=O)(=O)N2CCc3ccccc3C2)ccc1Cl)NCc1ccco1
  1.4	1.8	6.9	-5.1%	i	3	0.4%	4	7	·	·	-0.82	-0.015	-0.11	0.21	·	·	-0.25	877
CCOC(=O)c1c(C)nc2sccn12
  3.8	2.8	8.4	-0.5%	i	11	0.5%	-34	5	·	·	-1.2	-0.26	-0.53	2.2	-0.8	1098	·	·
CSCCC(N=C(NS(=O)(=O)c1ccc(Br)cc1)c1ccccc1)C(=O)O (stereo not drawn)
  4.2	1.3	2.2	-1.6%	i	1	-1.3%	-10	17	22	690	0.7	-0.37	0.017	0.3	-6.3	1082	0.03	1250
CCCCOC(=O)CSCC(=O)N1N=C(c2cccs2)CC1c1ccc(F)cc1 (stereo not drawn)
  5.8	2.7	4.9	-9.9%	i	10	4.4%	26	-3	-6	427	-0.53	-0.22	-0.38	0.18	-1.1	1073	1.9	1508

As entered above.
`CCOC(=O)c1c(C)nc2sccn12` in WT yeast gro inh → -34
`CSCCC(N=C(NS(=O)(=O)c1ccc(Br)cc1)c1ccccc1)C(=O)O` (stereo not drawn) in Ins promoter up cell count → 1250

Bioassay records (PubChem)
